# RECQ1 helicase: inhibitors of human RECQ1 DNA helicase. AID 2549. Potency, µM (series often up to 57.3 µM), inactives show top-dose activity, negative = inhibition, hits mostly inhibitors. 240,000 tested, 0.54% active. RECQ1 DNA unwinding, red fluorescence kinetic read;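 also: plate controls were vehicle for no effect and no enzyme for full effect; nearly all actives have a fitted effect of over 30% in size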
#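 RECQ1T1 50 nM; forked duplex (20 bp + 30-nt ss tails) 200 nM, ATP 2 mM final; pH 8.0, 2 mM MgCl2, 2.5 ug/ml poly(dI-dC); 15 min compound preincubation; discontinuous kinetic read over 2 h at RT.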
# L3MBTL1 inh: inhibitors of human L3MBTL1; 230,000 tested, 0.66% active; Potency, µM (top dose mostly 57.1 µM), without a hit: at the top dose activity, negative = inhibition, actives largely listed as inhibitors; AlphaScreen L3MBTL1–H3K9me1 peptide binding; also: nearly all actives have a fitted effect of over 60% in size
#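 Read-out is AlphaScreen signal from streptavidin donor and nickel chelate acceptor beads (10 ug/mL final each) bridging L3MBTL1 (50 nM) and biotinylated K9-monomethylated H3(1-15) peptide (75 nM), after 30 min compound exposure at room temperature.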
# TRb SRC2 PPI: inhibitors of human thyroid hormone receptor beta-SRC2 interaction; TRbeta-SRC2 peptide binding, fluorescence polarization; receptor liganded with 1 µM T3; 280,000 tested, 0.065% active; Potency, µM (highest dose often 106 µM), for the others: at the highest dose activity change, negative = inhibition, actives largely listed as inhibitors; P10828;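 also: plate controls were bound peptide for no effect and peptide without receptor for full effect; nearly all actives have a fitted effect of over 50% in size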
# Target sequence (P10828 whole entry, looked up): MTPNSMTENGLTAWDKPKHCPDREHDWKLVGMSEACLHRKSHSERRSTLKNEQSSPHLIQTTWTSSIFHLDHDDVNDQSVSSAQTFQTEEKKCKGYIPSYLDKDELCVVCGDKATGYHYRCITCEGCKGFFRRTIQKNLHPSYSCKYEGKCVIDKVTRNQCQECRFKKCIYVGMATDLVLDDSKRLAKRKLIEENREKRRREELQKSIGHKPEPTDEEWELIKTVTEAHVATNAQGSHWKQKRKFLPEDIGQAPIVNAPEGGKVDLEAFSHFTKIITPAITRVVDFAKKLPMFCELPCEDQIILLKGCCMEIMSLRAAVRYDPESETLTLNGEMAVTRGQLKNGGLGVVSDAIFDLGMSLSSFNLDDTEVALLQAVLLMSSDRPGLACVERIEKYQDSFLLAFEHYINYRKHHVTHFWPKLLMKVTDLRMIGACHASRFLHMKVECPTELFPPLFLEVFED
#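 Assay buffer: 20 mM Tris-HCl, 100 mM NaCl, 10% glycerol, 1 mM EDTA, 0.01% NP-40, 1 mM DTT, 1 uM T3, 5% DMSO; TRb LBD 0.6 uM, Texas Red SRC2 20 nM; FP after 5 hr.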
# TR SRC2 fluor cs: alters Texas Red total fluorescence, flagging assay interference; TRb/SRC2 Texas Red total fluorescence interference; Potency, µM (top dose mostly 106 µM), for the others: at the highest dose fluorescence change, negative = quenching; AID 1479; 280,000 tested, 0.29% active; active = well fitted curve in either direction with a large enough effect; inconclusive = small, poorly fitted or top-dose-only effect
#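 Flags fluorescent or light-absorbing compounds by total fluorescence, S + 2P, at 555 nm excitation and 632 nm emission. Mixture: 20 nM Texas Red SRC2 peptide, 0.6 uM human TRb LBD, 1 uM T3, 5% DMSO; compound exposure 5 h at ambient temperature.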
# GAA spleen mod: inhibitors or activators of human alpha-glucosidase in spleen homogenate | P10253 | human spleen homogenate, 4-MU-alpha-glucoside fluorescence | Potency, µM (highest dose often 79.9 µM), for the others: top-dose activity change, negative = inhibition, usual class: inhibitors | 240,000 tested, 0.006% active;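 also: 0% = enzyme with vehicle and -100% = no enzyme basal signal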
#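 Compounds were titrated against alpha-glucosidase in spleen homogenate at pH 5.0, with 1 mM 4-methylumbelliferyl substrate for 40 min at 37 C. Reactions were quenched with pH 10 NaOH/glycine and fluorescence measured.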
# GAA glycogen mod: inhibitors or activators of human alpha-glucosidase glycogen cleavage; AID 2100; Potency, µM (top dose mostly 76.4 µM), for the others: at the highest dose activity change, negative = inhibition, actives largely listed as inhibitors; 300,000 tested, 0.38% active; recombinant GAA, glycogen substrate, Amplex Red glucose oxidase fluorescence;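 also: 0% = full enzyme reaction and -100% = no-enzyme basal signal; the screen sought inhibitors and activators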
#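 Natural-substrate format: glycogen cleavage by 4 nM human enzyme, glucose read by Amplex Red coupling (Ex 573, Em 610 nm). Normalized to enzyme and no-enzyme controls.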
# GAA inhib: blocks human lysosomal alpha-glucosidase; P10253; purified human GAA, 4-MU-alpha-glucoside fluorescence; Potency, µM (titrated, usually from 76.9 µM), for the others: top-dose activity change, negative = inhibition, usual class: inhibitors; 200,000 tested, 0.005% active; AID 1466;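 also: plate controls were uninhibited enzyme wells for no effect and no-enzyme background for full effect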
#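 Fluorescence at Ex 365/Em 440 nm from 4-methylumbelliferone reported enzyme activity after 20 min at room temperature. Reactions used 4 nM enzyme and 400 uM substrate at pH 5.0; curves fitted with the Hill equation.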
# RGS12 GoLoco inh: inhibitors of human Gai1-RGS12 GoLoco interaction (red fluorophore) | Gai1:RGS12 GoLoco peptide FP, rhodamine, 10 min | AID 880 | Potency, µM (top dose mostly 61.6 µM), without a hit: top-dose activity, negative = inhibition, actives largely listed as inhibitors | P63096 | 230,000 tested, 0.44% active; active = well fitted inhibition curve with a large enough effect, not every such curve was filed as active; inactive = no such curve, though single readings can be large or run the other way; also: nearly all actives have a fitted effect of over 30% in size; many of its hits are not listed in these tables
# Target sequence (P63096 whole entry, looked up): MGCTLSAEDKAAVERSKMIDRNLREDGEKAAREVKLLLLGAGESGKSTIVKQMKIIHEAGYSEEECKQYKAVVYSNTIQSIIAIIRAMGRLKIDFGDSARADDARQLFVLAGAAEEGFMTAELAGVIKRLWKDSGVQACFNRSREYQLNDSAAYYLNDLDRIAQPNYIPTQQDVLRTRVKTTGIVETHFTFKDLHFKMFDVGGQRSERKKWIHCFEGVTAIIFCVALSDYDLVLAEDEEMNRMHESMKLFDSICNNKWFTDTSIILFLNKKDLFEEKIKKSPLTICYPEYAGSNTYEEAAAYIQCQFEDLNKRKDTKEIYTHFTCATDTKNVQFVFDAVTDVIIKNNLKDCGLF
# Numbers without * were called inactive; i = inactive; ? = inconclusive; nt = not tested or not shown; & = joins results of further samples; [ ] = another dose, or the depositor's remark. Unless noted, calls follow the shape of the dose curve; as a rule, active = well fitted curve in the direction sought with a large enough effect; inconclusive = small, poorly fitted or top-dose-only effect, or another doubt; inactive = no such curve, though single readings can be large; an effect the other way counts as inactive or inconclusive. Unless noted, % is scaled to controls: 0 for no effect and ±100 for the full control effect; potency is read from the fitted curve at half-maximal effect.
# The line under a structure holds: RECQ1 helicase | L3MBTL1 inh | TRb SRC2 PPI | TR SRC2 fluor cs | GAA spleen mod | GAA glycogen mod | GAA inhib | RGS12 GoLoco inh
COC(=O)c1ccccc1NC(=O)N1CCN(S(C)(=O)=O)CC1
 : i | 5% | -3% | -2% | 2% | 6% | 11% | 2%
Cc1ccc(S(=O)(=O)NCC(=O)NC2CCCCCC2)cc1
 : -1% | nt | -6% | -2% | 5% | 2% | -8% | 8%
Cc1cc(Cl)ccc1C(=O)C1CCCN(C(=O)c2ccc3ncccc3c2)C1 (stereo not drawn)
 : i | 4% | 6% | -1% | 4% | -10% | -3% | -2%
CCN(C(=O)CSc1nnc(-c2ccccc2)n1C)C1CCS(=O)(=O)C1 (stereo not drawn)
 : -1% | nt | -1% | -6% | -3% | 9% | 11% | 5%
CCn1cc(/C=C(/C#N)S(=O)(=O)c2ccccc2)cn1
 : -8% | nt | 6% | -1% | 6% | -6% | 9% | -22%
COCON1C(=O)CN(C(C)=O)C1c1ccc(Cl)cc1Cl (stereo not drawn)
 : -4% | -1% | -7% | -1% | -8% | 4% | -8% | -11%
CC12CC[C@@](C(=O)O)(C(=O)C1=O)C2(C)C
 : 6% | nt | 6% | 1% | 7% | nt | nt | 2%
CC(C)(C)c1cc(-c2n[nH]c(=S)n2-c2ccccc2F)n[nH]1
 : -3% | -5% | -5% | 2% | 1% | -9% | nt | -5%
Cc1ccc(N/C(CSC(N)=O)=N/S(=O)(=O)c2ccccc2)cc1
 : -4% | nt | -6% | -1% | -5% | 3% | -4% | 6%
CC(C)(C)c1csc(NC(=O)CSc2nc3ccccc3c(=O)[nH]2)n1
 : i | -6% | 2% | -7% | -9% | -4% | -7% | 16%
O=C(NC12CC3CC(CC(C3)C1)C2)OCCNC1CCCCC1
 : i | 47%[activator] | 3% | -5% | -2% | -5% | -6%[15.4 µM] | -13%
Cc1cc(C)n(C(=O)CNC(=O)/C=C/c2ccccc2)n1
 : -8% | 1% | 1% | -1% | -3% | -6% | 15% | -7%
COc1ccc(CNCCC(c2ccc(F)cc2)c2ccc(OC(C)C)cc2)cc1OC (stereo not drawn)
 : -15% | nt | 2% | -1% | -7% | 4% | -2%[15.4 µM] | 8%
CC(C)Cn1cnc2c1c(=O)n(CC(=O)Nc1ccc3c(c1)OCO3)c(=O)n2Cc1ccccc1
 : 0% | 6% | -8% | -2% | -15% | 1% | -3% | -5%
O=c1c(-c2ccccc2)c1-c1ccccc1
 : -19% | nt | -1%&2% | -1%&-3% | 2% | 1% | -8%[15.4 µM] | 3%&7%
CN(C)CCSc1nnc2[nH]c3ccccc3c2n1
 : 7% | -5% | 4% | -5% | -1% | -2% | 1% | 6%
Cc1nn2c(-c3ccccc3)c(-c3ccccc3)nc2[nH]c1=O
 : -3% | 2% | -5% | 2% | 1% | -16% | -3% | 13%
COc1cccc(NC(=O)Cn2cc3c(n2)CCCCC3)c1
 : i | nt | -18% | 0% | -4% | 2% | -7% | 2%
CS(=O)(=O)N1CCN(C(=O)C(Sc2ccccc2)c2ccccc2)CC1 (stereo not drawn)
 : -10% | nt | -12% | -2% | 1% | 2% | -2% | -9%
COc1ccc(CNCC(=O)Nc2sccc2C#N)cc1
 : i | -19% | 6% | -1% | -4% | -5% | 0% | 41%[activator]
Cc1nc(-c2ccc(NS(=O)(=O)c3ccccc3)cc2)cs1
 : -3% | -11% | -3% | -2% | 8% | -3% | -13% | 0%
CC(c1ccco1)N(C(=O)COc1ccc(Cl)cc1Cl)c1ccccn1 (stereo not drawn)
 : -2% | -8%[11.4 µM] | -2% | -1% | -11% | -5% | -3% | 2%
COc1cccc(CNCCO)c1OCc1ccccc1Cl
 : 1% | 7% | -2% | -2% | -15% | -4% | 2% | 7%
N#Cc1cccc(N=c2ssnc2Cl)c1
 : -6% | 2% | -7% | -5% | 4% | -1% | 0% | -23%
Cc1cc2c3c(c1)C1(C(=O)N3C(C)(C)CC2C)C(C#N)=C(N)Oc2n[nH]c(C)c21 (stereo not drawn)
 : 0% | -9% | -8% | -2% | -13% | -3% | -4% | 3%
CCNC(=S)N=Nc1c(O)n(Cc2ccc(Cl)cc2)c2ccccc12
 : -2% | ? | -7% | -8% | 1% | 0% | -13% | -3%
COc1ccc(OC(=O)c2c(C)nn(-c3ccccc3)c2C)cc1
 : -14% | 14% | 5% | 0% | -6% | -17% | -5% | 12%
Cn1c(CN2CCC(C(N)=O)CC2)c(C#N)c2ccccc21
 : -4% | -8% | 9% | 0% | -3% | 4% | -26% | -1%
Cc1cccn2c(=O)c(/C=C(\C#N)C(N)=O)c(Oc3ccccc3)nc12
 : 4% | 5% | -2% | -5% | 3% | 1% | nt | -5%
CN(C)c1ccc(C(=S)N2CCNCC2)cc1
 : 9% | 0% | 2% | 0% | -1% | -12% | -3% | -12%

# Continued; it opens with the 2 that closed the last part.
# The line under a structure holds: RECQ1 helicase | L3MBTL1 inh | TRb SRC2 PPI | TR SRC2 fluor cs | GAA spleen mod | GAA glycogen mod | GAA inhib | RGS12 GoLoco inh
Cc1cccn2c(=O)c(/C=C(\C#N)C(N)=O)c(Oc3ccccc3)nc12
 : 4% | 5% | -2% | -5% | 3% | 1% | nt | -5%
CN(C)c1ccc(C(=S)N2CCNCC2)cc1
 : 9% | 0% | 2% | 0% | -1% | -12% | -3% | -12%
N=C(SC1CC(=O)N(c2ccc(F)cc2)C1=O)N1N=C(c2ccccc2)CC1c1ccccc1 (stereo not drawn)
 : -7% | 35% | -6% | 1% | 0% | -1% | -1% | 1%
COc1ccc(NC(=O)NS(=O)(=O)c2ccc(C)cc2)c(OC)c1
 : i | -5% | 3% | -3% | 10% | 25µM* | 0% | 8%
Cc1ccc(N2CCN(S(=O)(=O)N3CCCCC3)CC2)cc1Cl
 : -1% | 5% | 3% | 0% | -2% | 10% | 2% | 18%
COCCN1CCN(Cc2nc(C3(c4ccc(C)cc4)CCCC3)no2)CC1
 : -1% | 0% | -5% | -7% | 9% | -5% | -9% | 10%
Oc1c(C=C2N=c3ccccc3=N2)sc(=S)n1C1CCCCC1
 : -1%&9% | 2%&-7% | -3%&-15% | 5%&1% | -6%&1% | 14%&20% | -10%&-2% | -4%&4%
Cc1c(C(=O)Nc2ccc(F)c(F)c2)oc2ccc(S(=O)(=O)N3CCCCC3)cc12
 : 15% | nt | -10%&-1% | 0%&3% | -13% | -6% | ? | 4%
O=C(CSc1ccc(Cl)cc1)N1CCOCC1
 : 0% | nt | 9% | 0% | -9% | 2% | -6% | 3%
Cc1ccc(/C=N/N2CCN(c3ccccn3)CC2)cc1
 : -11% | -11% | 4% | -7% | 0% | ? | -1% | -5%
C=CCO/N=C(/C)c1ccc(Oc2cnccn2)cc1
 : i | nt | 1% | -1% | 7% | -6% | -8% | 5%
COC(=O)Cc1c(C)nc2nc(-c3cccnc3)[nH]n2c1=O
 : i | nt | -14% | 3% | 2% | -3% | 13% | -13%
O=C(Cn1cccc1)Nc1ccc(F)cc1F
 : -7% | -1% | -5% | 3% | 0% | -2% | 4% | -3%
Cc1ccc(C(=O)Cn2c(NCCO)nc3ccccc32)cc1
 : i | 3% | -2% | -7% | -2% | 6% | -5% | -5%
CCOC(=O)c1c(NC(=O)/C=C/C(=O)O)sc(C)c1-c1ccc(C)c(C)c1
 : i | -4% | ? | -3% | -4% | -21% | -4% | 10%
O=C(CSc1nnc(-c2cccnc2)o1)Nc1ccc(Cl)cc1
 : -1% | ? | 7% | -1% | -3% | 8% | 3% | -2%
Cc1c(C(=O)NCC2CCCO2)oc2ccc3c(c12)C(=O)CC(C)(C)O3 (stereo not drawn)
 : i | 5% | 3% | -8% | 6% | 11% | ? | nt
O=C1c2cccc3cccc(c23)C(=O)N1c1ccc2ncccc2c1
 : 2% | -3% | -3% | -3% | 3% | 1% | -4% | 104%[activator]
O=C(CSc1nc2nn(-c3ccccc3)c(=O)c-2c2n1CCCCC2)NCCc1ccccc1
 : -13% | -9% | -2% | -1% | -12% | -2% | 4% | 11%
Cc1ccc(Nc2nc(C(=O)N3CCC(C(=O)NCCN4CCOCC4)CC3)cs2)cc1
 : -1% | 1% | -22% | 0% | ? | -26% | ? | 1%
COC(=O)c1c(NC(=O)C2CC=CCC2C(=O)O)sc(C)c1C (stereo not drawn)
 : 5% | nt | -3% | 2% | 0% | 8% | 1% | -8%
O=C(Nc1ccc(S(=O)(=O)NCc2cccnc2)cc1)c1ccccc1Cl
 : 3% | 4% | -6% | 0% | 0% | -2% | 5% | 5%
CCn1ccc(C(=O)N2CCOCC2)n1
 : i | 0% | -4% | -3% | -2% | 20% | 13% | 6%
O=C(Nc1ccc(-n2cnnn2)cc1)C(c1ccccc1)c1ccccc1
 : 1% | -2% | -4% | -2% | -9% | -9% | 1% | -5%
CC1CN(S(=O)(=O)N(C)C)CCN1S(=O)(=O)N(C)C (stereo not drawn)
 : -10% | nt | -3% | -2% | 7% | 6% | -6% | -3%
CCNC(=O)NNC(=O)C1CC(c2cccs2)=NO1 (stereo not drawn)
 : i | 3% | 0% | -4% | -16% | -7% | 9% | 9%
COc1cc(C(=O)Nn2c(O)c(C3=c4ccccc4=NC3=O)sc2=S)ccc1O
 : -7% | nt | -10% | 1% | 1% | -3% | nt | 3%
CO/N=C/CC(=O)c1cnc(-c2ccccc2)s1
 : 9% | 5% | 1% | 0% | 2% | -13% | -3% | 10%
CC(=O)c1cccc(NC(=O)COc2ccccc2)c1
 : -8% | 3% | -2% | -5% | -3% | 7% | -7% | 6%
COc1cccc(NC(=O)Nc2cnccn2)c1
 : -1% | -2% | -1% | -6% | 6% | -12% | -2% | 5%
CC(C)(C)C(=O)NC(=S)Nc1ccc(Cl)c(C(=O)O)c1
 : 19% | -12% | -3% | 3% | 7% | -7% | -1% | 3%
COc1cccc(CNC(=O)CCC2CCCN(C(=O)c3csc(C(C)C)n3)C2)c1 (stereo not drawn)
 : -7% | -3% | 2% | -5% | -4% | 12% | ? | 0%
CNc1nc(Nc2ccc(C(C)=O)cc2)nc(OC(C(F)(F)F)C(F)(F)F)n1
 : i | 16% | 5% | -1% | 2% | -5% | -4% | nt
O=C(CNC(=O)C(c1ccccc1)c1ccccc1)OCC(=O)c1cccs1
 : -12% | 1% | 0% | -3% | -7% | -1% | 2% | 3%

# These rows are one share of the data, so the mix of outcomes need not match the whole.
